STK33 inh: inhibitors of human STK33 kinase | Q9BYT3 | ADP-Glo luminescence, MBP substrate | inhibition, % at 12.5 µM | 0.44% of 27,000 active | AID 2322; in the data active = inhibition above about 20%; inconclusive = no clear call, values can overlap the other calls
Target sequence (Q9BYT3 whole entry, looked up): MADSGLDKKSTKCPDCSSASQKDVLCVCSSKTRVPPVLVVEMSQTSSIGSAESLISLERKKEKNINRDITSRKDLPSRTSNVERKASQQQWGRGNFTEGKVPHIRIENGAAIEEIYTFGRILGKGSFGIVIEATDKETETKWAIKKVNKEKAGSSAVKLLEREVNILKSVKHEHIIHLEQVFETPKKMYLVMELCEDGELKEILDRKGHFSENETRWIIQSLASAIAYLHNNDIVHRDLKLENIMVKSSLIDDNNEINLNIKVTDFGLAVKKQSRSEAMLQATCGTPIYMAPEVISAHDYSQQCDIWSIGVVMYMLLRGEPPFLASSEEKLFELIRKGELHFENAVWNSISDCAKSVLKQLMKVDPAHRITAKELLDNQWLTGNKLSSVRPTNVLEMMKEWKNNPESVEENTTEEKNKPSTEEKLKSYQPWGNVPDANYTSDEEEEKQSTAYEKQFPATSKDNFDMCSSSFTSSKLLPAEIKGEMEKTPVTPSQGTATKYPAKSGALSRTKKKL
mut p53 react: mutant p53 pathway reactivation. SW480 PUMA-promoter luciferase. activation, % at 9.98 µM. 1.5% of 28,000 active. AID 624151; in the data active = activation above about 52%; inconclusive = no clear call, values can overlap the other calls
* marks the source's active call; other numbers are inactive results; ? = inconclusive; nt = not tested or not shown.

SMILES	STK33 inh	mut p53 react
Nc1nc(CSc2nnnn2-c2ccccc2)nc(N2CCCc3ccccc32)n1	1	-14
COc1ccc(S(=O)(=O)Nc2ccc3c(c2)C(=O)N([C@H](C)CO)C[C@@H](C)[C@H](CN(C)Cc2ccc(Cl)c(Cl)c2)O3)cc1	3	nt
C[C@@H]1CCCCO[C@H](CN(C)S(C)(=O)=O)[C@@H](C)CN([C@H](C)CO)C(=O)c2cc(NS(=O)(=O)c3ccc(Cl)cc3)ccc2O1	-1	2
CCCNC(=O)N(C)C[C@@H]1Oc2ncc(-c3ccc(OC)cc3)cc2C(=O)N([C@@H](C)CO)C[C@H]1C	nt	-2
O=C(CCn1cnc2ccccc2c1=O)Nc1ccc2c(c1)OCCO2	-2	27
C[C@@H]1CN([C@@H](C)CO)C(=O)c2cc(NS(=O)(=O)c3ccc(F)cc3)ccc2O[C@@H]1CN(C)C(=O)Nc1ccc2c(c1)OCO2	nt	13
C[C@H](CO)N1C[C@H](C)[C@@H](CN(C)Cc2ccncc2)Oc2ccc(NC(=O)NC3CCCCC3)cc2CC1=O	nt	21
CC(C)NC(=O)N(C)C[C@@H]1Oc2cc(C#CC3CC3)ccc2S(=O)(=O)N([C@H](C)CO)C[C@@H]1C	nt	10
CC(C)NC(=O)Nc1ccc2c(c1)CC(=O)N([C@H](C)CO)C[C@@H](C)[C@H](CN(C)C(=O)NC1CCCCC1)O2	3	nt
CC1CCc2c(sc(NC(=O)c3nc4ncccn4n3)c2C(N)=O)C1 (centres undefined)	0	59*
C[C@H](CO)N1C[C@H](C)[C@H](CN(C)S(=O)(=O)c2ccc(Cl)cc2)Oc2ccc(NC(=O)Cn3cnnn3)cc2CC1=O	-2	5
CNC[C@@H]1Oc2c(NS(=O)(=O)c3cccs3)cccc2C(=O)N([C@@H](C)CO)C[C@@H]1C	nt	-5
C[C@@H]1CN([C@@H](C)CO)C(=O)CCCn2nncc2CO[C@H]1CN(C)S(=O)(=O)c1ccc2c(c1)OCCCO2	-6	nt
CC(=O)c1ccc(NC(=O)CSc2nncn2C)cc1	1	2
Cc1ccccc1-c1cnc2c(c1)C(=O)N([C@@H](C)CO)C[C@H](C)[C@H](CN(C)Cc1ccccc1F)O2	nt	-9
CC(C)NC(=O)N(C)C[C@@H]1OCCCC[C@@H](C)Oc2ccc(NS(=O)(=O)c3ccccc3)cc2C(=O)N([C@@H](C)CO)C[C@@H]1C	nt	-1
COc1ccc(-c2cc(=O)[nH]c(SCC(=O)Nc3ccc(Oc4ccccc4)cc3)n2)cc1	-1	-6
O=C(c1ccccc1)N1C(=S)C(c2ccccc2)=NC12CCCC2	nt	-29
CCOc1ccccc1OCC(=O)Nc1ccccc1C(=O)O	-1	-13
COc1ccc(CN(C)C[C@H]2Oc3ccc(NC(=O)Nc4ccc(C(F)(F)F)cc4)cc3C(=O)N([C@H](C)CO)C[C@@H]2C)cc1	nt	-10
COc1ccc(CN(C)C[C@H]2OCCCC[C@@H](C)Oc3ccc(NS(=O)(=O)c4cccs4)cc3C(=O)N([C@H](C)CO)C[C@@H]2C)cc1	-1	nt
N=C(N)SCCc1ccc(OCc2ccc([N+](=O)[O-])cc2)cc1	0	nt
CCC(C)Cn1c(CCCO)nc2ccccc21 (centres undefined)	0	-8
CC(NC(=O)/C=C/C(=O)O)C(=O)NC(C(=O)NC(Cc1c[nH]c2ccccc12)C(=O)O)C(C)c1c[nH]c2ccccc12 (centres undefined)	150*	nt
C[C@@H]1CN([C@@H](C)CO)C(=O)c2cc(NS(=O)(=O)c3cccs3)ccc2O[C@H]1CN(C)Cc1ccc(Cl)c(Cl)c1	nt	0
CNC[C@H]1Oc2ccc(NC(=O)c3ccncc3)cc2CC(=O)N([C@@H](C)CO)C[C@H]1C	0	1
C[C@H](CO)N1C[C@H](C)[C@H](CN(C)C)OCCCC[C@H](C)Oc2ccc(NC(=O)CCC(F)(F)F)cc2C1=O	nt	9
COC(=O)c1sc(=S)n(C)c1C	nt	16
Cc1noc(C)c1NC(=O)N(C)C[C@H]1Oc2ccc(NS(=O)(=O)c3cn(C)cn3)cc2C(=O)N([C@H](C)CO)C[C@@H]1C	nt	3
C[C@@H]1CCCCO[C@@H](CN(C)S(=O)(=O)c2cn(C)cn2)[C@@H](C)CN([C@H](C)CO)C(=O)c2cc(NC(=O)c3ccncc3)ccc2O1	-2	nt
COc1ccccc1NC(=O)C1=C(C)Nc2nc(CCCO)nn2C1c1cccnc1 (centres undefined)	-6	-4
CNC[C@H]1Oc2cc(-c3ccncc3)ccc2S(=O)(=O)N([C@@H](C)CO)C[C@H]1C	nt	8
C[C@@H]1CN([C@H](C)CO)C(=O)Cc2cc(NC(=O)C3CC3)ccc2O[C@@H]1CN(C)C(=O)Nc1cccc2ccccc12	nt	-1
CCn1c(SCC(=O)c2cccc([N+](=O)[O-])c2)nnc1-c1ccco1	4	13
COc1ccc(NC(=O)N(C)C[C@@H]2Oc3ccc(NS(=O)(=O)c4c(C)noc4C)cc3CC(=O)N([C@H](C)CO)C[C@H]2C)cc1	-2	nt
COc1ccc(-c2cnc3c(c2)C(=O)N([C@@H](C)CO)C[C@H](C)[C@H](CN(C)C(=O)C2CCOCC2)O3)cc1	nt	-9
N#Cc1c(SCC(=O)Nc2ccc(F)cc2Cl)nc2c(c1C(F)(F)F)CCCCC2	1	11
CCOc1ccccc1NC(=O)CSc1nc2ccccc2c(=O)n1-c1cccc(C(F)(F)F)c1	1	11
COc1ccc(S(=O)(=O)N(C)C[C@H]2Oc3ccc(NC(=O)C4CC4)cc3CC(=O)N([C@H](C)CO)C[C@H]2C)cc1	0	nt
C/C=C/c1ccc2c(c1)O[C@@H](CN(C)C(=O)Nc1ccc(OC)cc1)[C@@H](C)CN([C@H](C)CO)S2(=O)=O	nt	10
Cc1ccc(S(=O)(=O)Nc2ccc3c(c2)CC(=O)N([C@H](C)CO)C[C@@H](C)[C@@H](CN(C)Cc2ccccc2)O3)cc1	-2	nt
CC(C)NC(=O)N(C)C[C@H]1OCCCC[C@H](C)Oc2ccc(NC(=O)c3ccncc3)cc2C(=O)N([C@@H](C)CO)C[C@@H]1C	nt	-4
Cc1noc(C)c1S(=O)(=O)N(C)C[C@@H]1Oc2c(NS(=O)(=O)c3ccc(F)cc3)cccc2C(=O)N([C@H](C)CO)C[C@@H]1C	nt	8
C[C@H](CO)N1C[C@H](C)[C@H](CN(C)S(=O)(=O)c2ccccc2)Oc2ccc(NS(=O)(=O)c3ccc(F)cc3)cc2C1=O	7	3
CCc1ccc(OCC(=O)Nc2cccnc2)c(Br)c1	-10	96*
Cc1cccc(C)c1NC(=O)CN1CCN(CCCC(c2ccc(F)cc2)c2ccc(F)cc2)CC1	0	2
C[C@@H]1CCCCO[C@@H](CN(C)S(=O)(=O)c2ccc(Cl)cc2)[C@@H](C)CN([C@H](C)CO)C(=O)c2cc(NC(=O)Cc3ccccc3)ccc2O1	-2	nt
C[C@H](CO)N1C[C@H](C)[C@@H](CN(C)C(=O)c2cnccn2)Oc2ncc(C#CCC3CCCC3)cc2C1=O	nt	0
C[C@H]1CN([C@@H](C)CO)C(=O)c2cc(NC(=O)Cn3cnnn3)ccc2O[C@@H]1CN(C)C(=O)Nc1cccc2ccccc12	-2	nt
COc1ccc(NC(=O)N(C)C[C@@H]2Oc3ccc(NS(=O)(=O)c4ccccc4)cc3C(=O)N([C@@H](C)CO)C[C@H]2C)cc1	nt	-2
O=C1/C(=C/c2ccc(-c3nn[nH]n3)cc2)C(c2ccccc2)Oc2ccccc21 (centres undefined)	-5	nt
Cc1ccc(S(=O)(=O)N(C)C[C@@H]2Oc3ncc(-c4cccc(F)c4)cc3C(=O)N([C@H](C)CO)C[C@@H]2C)cc1	0	nt
C/C=C/c1cnc2c(c1)C(=O)N([C@H](C)CO)C[C@H](C)[C@@H](CN(C)Cc1ccc3c(c1)OCO3)O2	nt	7
C[C@@H]1CCCCO[C@@H](CN(C)Cc2ccncc2)[C@@H](C)CN([C@@H](C)CO)C(=O)c2cc(NC(=O)Nc3ccccc3)ccc2O1	nt	0
Cc1noc(C)c1S(=O)(=O)N(C)C[C@@H]1OCc2cnnn2CCCC(=O)N([C@@H](C)CO)C[C@@H]1C	-4	-2
Nc1nc(SCC(=O)Nc2ccccc2C(F)(F)F)[nH]c(=O)c1-c1ccccc1	5	-12
CCc1cccc2c3c([nH]c12)C(CC)(CC(=O)O)OCC3 (centres undefined)	0	nt
O=C(C[C@H]1C[C@H]2c3cc(NS(=O)(=O)c4ccc(F)cc4)ccc3O[C@H]2[C@@H](CO)O1)NCCc1ccccc1	nt	-9
COc1cc2c(ccc3cc(OC)c(OC)c(O)c32)cc1O	30*	nt
C[C@H](CO)N1C[C@H](C)[C@H](CN(C)S(=O)(=O)c2cn(C)cn2)Oc2c(NC(=O)C3CCOCC3)cccc2C1=O	nt	-1

Compound profiles, from the list above. Order of values: STK33 inh	mut p53 react
Shown for O=C(C[C@H]1C[C@H]2c3cc(NS(=O)(=O)c4ccc(F)cc4)ccc3O[C@H]2[C@@H](CO)O1)NCCc1ccccc1 → nt	-9
Shown for COc1cc2c(ccc3cc(OC)c(OC)c(O)c32)cc1O → 30*	nt
Shown for C[C@H](CO)N1C[C@H](C)[C@H](CN(C)S(=O)(=O)c2cn(C)cn2)Oc2c(NC(=O)C3CCOCC3)cccc2C1=O → nt	-1
Shown for Cc1ccc(S(=O)(=O)Nc2ccc3c(c2)CC(=O)N([C@H](C)CO)C[C@@H](C)[C@@H](CN(C)Cc2ccccc2)O3)cc1 → -2	nt

New compounds follow:
SMILES	STK33 inh	mut p53 react
Cc1ccc(NC(=O)COc2ccc(Cl)c(C)c2)c([N+](=O)[O-])c1	9	59*
Cc1nc(SCC(=O)c2ccc3c(c2)OCCO3)c2c3c(sc2n1)CCC3	1	-3
Cc1nn(CC(=O)Nc2sc3c(c2C#N)CCCC3)c(C)c1[N+](=O)[O-]	-3	9
Nc1cccc(C2OCCCO2)c1	nt	0
N#CCCN(CCC#N)C(=O)c1cc(-c2ccccc2)nc2ccccc12	0	4
Cc1cc(C(=O)NCc2nc(-c3ccccc3)no2)ccc1[N+](=O)[O-]	-3	12
C/C=C1/[C@H](O[C@@H]2O[C@H](CO)[C@@H](O)[C@H](O)[C@H]2O)OC=C(C(=O)OC)[C@H]1CC(=O)OCCc1ccc(O)c(O)c1	4	-1
COc1ccc(NC(=O)N(C)C[C@H]2Oc3ccc(NS(=O)(=O)c4ccc(F)cc4)cc3C(=O)N([C@@H](C)CO)C[C@H]2C)cc1	4	nt
C[C@@H]1CCCCO[C@@H](CN(C)C(=O)Nc2cccc3ccccc23)[C@@H](C)CN([C@H](C)CO)C(=O)c2cc(NC(=O)Nc3ccc4c(c3)OCO4)ccc2O1	6	nt
C[C@@H]1CCCCO[C@H](CN(C)S(=O)(=O)c2cccs2)[C@@H](C)CN([C@H](C)CO)C(=O)c2cc(NC(=O)c3ccccc3)ccc2O1	4	nt
Cc1noc(C)c1NC(=O)N(C)C[C@@H]1OCCCC[C@H](C)Oc2ccc(N(C)C)cc2C(=O)N([C@H](C)CO)C[C@H]1C	nt	5
O=C(Nc1ccccc1O)C1=C[C@H](c2coc3ccccc3c2=O)C[C@H](OCCCCO)O1	2	nt
CN(C)CCn1nnc2c(=O)oc3ccccc3c21	2	-12
C[C@@H]1CN([C@H](C)CO)C(=O)Cc2cc(NS(=O)(=O)c3cccs3)ccc2O[C@H]1CN(C)Cc1ccc(Oc2ccccc2)cc1	5	nt
C/C=C/c1ccc2c(c1)O[C@@H](CN(C)C(=O)CN1CCOCC1)[C@H](C)CN([C@H](C)CO)S2(=O)=O	nt	0
O=C(Nc1ccc2c(c1)[C@H]1C[C@@H](CC(=O)N3CCOCC3)O[C@H](CO)[C@H]1O2)NC1CCCC1	nt	6
COc1ccc(S(=O)(=O)Nc2cccc3c2O[C@H](CN(C)S(=O)(=O)c2c(C)noc2C)[C@@H](C)CN([C@@H](C)CO)C3=O)cc1	nt	2
O=C(CC1NCCNC1=O)Nc1ccc(F)cc1 (centres undefined)	-2	-3
Cc1ccc(N(CC(O)Cn2c3ccccc3c3ccccc32)S(C)(=O)=O)cc1 (centres undefined)	-1	-16
C[C@@H]1CCCCO[C@@H](CN(C)C(=O)C2CCCCC2)[C@H](C)CN([C@@H](C)CO)C(=O)c2cc(NC(=O)Nc3ccccc3)ccc2O1	nt	-52
CC1(C)C(=O)N=C2c3ccccc3C(=O)C(=O)C21 (centres undefined)	nt	-89
C=C1c2c(Cl)ccc(O)c2C(=O)C2C(=O)[C@]3(O)C(=O)C(C(N)=O)C(=O)[C@@H](N(C)C)[C@@H]3[C@@H](O)C12 (some centres undefined)	nt	-17
CC(C)NC(=O)N(C)C[C@H]1Oc2cc(-c3ccncc3)ccc2S(=O)(=O)N([C@@H](C)CO)C[C@@H]1C	nt	2
COc1cccc2c1OC1=C(C(=O)CC(C)(C)C1)C2CC(=O)c1ccc(O)cc1 (centres undefined)	nt	?
COc1ccc(NC(=O)N(C)C[C@@H]2Oc3ncc(C#CCN(C)C)cc3C(=O)N([C@H](C)CO)C[C@@H]2C)cc1	-1	-2
Cc1noc(C)c1NC(=O)Nc1ccc2c(c1)C(=O)N([C@@H](C)CO)C[C@H](C)[C@@H](CN(C)C(=O)CCCN(C)C)OCCCC[C@@H](C)O2	nt	4
COC(=O)c1ccc(-n2c(CCC(=O)O)ccc2-c2ccc(OC)cc2)cc1	-4	-11
O=C(CSc1n[nH]c(-c2ccc(Cl)cc2)n1)c1ccc(Br)cc1	1	10

Random excerpt: 2 entries already listed, in no set order.
SMILES	STK33 inh	mut p53 react
Cc1noc(C)c1NC(=O)Nc1ccc2c(c1)C(=O)N([C@@H](C)CO)C[C@H](C)[C@@H](CN(C)C(=O)CCCN(C)C)OCCCC[C@@H](C)O2	nt	4
COc1ccc(NC(=O)N(C)C[C@@H]2Oc3ncc(C#CCN(C)C)cc3C(=O)N([C@H](C)CO)C[C@@H]2C)cc1	-1	-2

The list is partial; the hit share may differ from the screen's.
